# EPAC2 agonist = activates human EPAC2 exchange factor; Q8WZA2; EPAC2 activation, biochemical qHTS; response scale: 100% = 6.5 mM cAMP response; Potency, µM (titrated, usually from 154 µM), inactives show top-dose activation, hits mostly activators; 0.079% of 360,000 active; AID 720711; note: nearly all actives have a fitted effect of over 50% in size
#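 In this primary screen, activation is scored as increased exchange of BODIPY-GDP from Rap1B by 100 nM EPAC2, with 50 uM GDP as competitor. Signal is normalized to the 6.5 mM cAMP agonist control.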
# PTHR1 agonist = activates the human parathyroid hormone receptor PTHR1; HEK293 GP2 PTHR1 cells, GloSensor cAMP luminescence, 1 h; Potency, µM (top dose mostly 115 µM), for the others: top-dose activation, actives largely listed as activators; 0.075% of 410,000 active; note: nearly all actives have a fitted effect of over 55% in size; some results filed as inactive show a strong effect at the top dose; inactives centre near -15; many of its hits are not listed in these tables
#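 HEK-293-derived GP2 cells expressing PTHR1 and a GloSensor cAMP reporter, 3,000/well, plated overnight, given luciferin plus IBMX (each 0.5 mM as added) for 1 h at 37 °C, then compound for 1 h at 37 °C. Luminescence was read after 15 min at room temperature.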
# FUS suppressor = rescues growth of FUS-expressing yeast; S. cerevisiae FUS-expressing, growth rescue, OD600, 24 h; Potency, µM (series often up to 76.6 µM), inactives show at the top dose growth rescue (activation), usual class: activators; 0.24% of 390,000 active; AID 1347120;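 note: plate controls were DMSO vehicle for no effect and reference control for full effect; nearly all actives have a fitted effect of over 55% in size; some results filed as inactive show a strong effect at the top dose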
#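 Absorbance at 600 nm, taken 24hr after compound addition, measured rescue of FUS-yeast growth at 30C. Induction used 2% galactose with seeding at OD 0.005. Controls: CP55940 from 92uM final, DMSO only.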
# TDP43 rescue = TDP-43 toxicity inhibition in yeast | Potency, µM (top dose mostly 46.1 µM), inactives show at the highest dose growth rescue (activation), usual class: activators | 1.8% of 410,000 active | TDP-43 expressing yeast growth rescue, BacTiter-Glo, 24 h; note: % of control where 0% means no effect; nearly all actives have a fitted effect of over 50% in size
#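 Readout is BacTiter-Glo luminescence of cell growth, so inhibitors register as activators. TDP-43-expressing yeast at OD600=0.02 in galactose medium, after raffinose pregrowth to mid-log, were incubated with compound for 24 hr at 30 deg C.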
# EPAC1 antag = EPAC1 (human) antagonism; O95398; EPAC1 GEF assay, Rap1b-BODIPY-GDP exchange fluorescence; Potency, µM (series often up to 115 µM), inactives show top-dose activity change, negative = inhibition, usual class: inhibitors; 0.14% of 360,000 active; AID 720709;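 note: plate controls were vehicle for no effect and positive control for full effect; nearly all actives have a fitted effect of over 50% in size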
# Target sequence (O95398 whole entry, looked up): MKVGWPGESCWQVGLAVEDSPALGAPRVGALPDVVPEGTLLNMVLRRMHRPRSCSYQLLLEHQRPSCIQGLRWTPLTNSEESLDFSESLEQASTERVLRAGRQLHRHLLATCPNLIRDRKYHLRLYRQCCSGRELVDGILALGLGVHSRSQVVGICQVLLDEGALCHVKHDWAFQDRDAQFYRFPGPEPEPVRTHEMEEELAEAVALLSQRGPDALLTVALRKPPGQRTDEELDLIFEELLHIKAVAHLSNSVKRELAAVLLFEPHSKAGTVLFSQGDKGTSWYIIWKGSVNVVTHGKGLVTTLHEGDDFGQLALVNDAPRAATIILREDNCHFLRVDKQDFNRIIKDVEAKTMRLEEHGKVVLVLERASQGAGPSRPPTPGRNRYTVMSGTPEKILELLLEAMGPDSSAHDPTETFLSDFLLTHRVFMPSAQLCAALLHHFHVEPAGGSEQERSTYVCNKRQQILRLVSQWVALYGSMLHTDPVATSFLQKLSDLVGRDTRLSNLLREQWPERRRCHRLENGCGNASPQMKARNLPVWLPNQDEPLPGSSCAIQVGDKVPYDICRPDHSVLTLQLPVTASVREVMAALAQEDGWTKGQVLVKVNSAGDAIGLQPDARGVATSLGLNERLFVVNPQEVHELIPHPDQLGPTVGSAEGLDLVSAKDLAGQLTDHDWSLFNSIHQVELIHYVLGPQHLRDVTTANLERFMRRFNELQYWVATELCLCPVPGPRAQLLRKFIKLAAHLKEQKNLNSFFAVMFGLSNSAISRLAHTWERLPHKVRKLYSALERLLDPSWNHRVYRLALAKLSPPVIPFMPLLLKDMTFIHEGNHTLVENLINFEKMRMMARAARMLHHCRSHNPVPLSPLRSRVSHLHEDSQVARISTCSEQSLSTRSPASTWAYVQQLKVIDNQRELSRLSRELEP
# aSyn yeast inh = inhibitors of alpha-synuclein toxicity in yeast | Yeast expressing alpha-synuclein, growth rescue, BacTiter-Glo, 24 h | Potency, µM (top dose mostly 46.1 µM), for the others: at the top dose growth rescue (activation), actives largely listed as activators | 0.14% of 370,000 active | AID 652106; note: % of control where 0% means no effect; nearly all actives have a fitted effect of over 65% in size
#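 Readout is rescue of growth in alpha-synuclein-expressing yeast, so inhibitors of toxicity appear as activators. Growth after 24 hr at 30 deg C in galactose medium is quantified by luminescence.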
# EPAC1 agonist = EPAC1 (human) agonism; O95398; EPAC1 agonist qHTS, biochemical assay; response scale: 100% = response to 6.5 mM cAMP; Potency, µM (top dose mostly 154 µM), for inactives: at the top dose activation, actives largely listed as activators; 0.073% of 360,000 active; note: nearly all actives have a fitted effect of over 60% in size
#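 Compounds were pinned as a concentration titration into mixtures of EPAC1 (100 nM), BODIPY-GDP-loaded Rap1B (250 nM) and GDP (50 uM). After 5 min at room temperature, fluorescence was followed for 30 min; activity was scaled to 6.5 mM cAMP.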
# EPAC2 antagonist = blocks human EPAC2 exchange factor | Q8WZA2 | 0.18% of 360,000 active | Potency, µM (series often up to 114 µM), inactives show at the top dose activity, negative = inhibition, hits mostly inhibitors | EPAC2 GEF exchange of Rap1B-BODIPY-GDP, fluorescence; note: % is set by controls: 0 for no effect and ±100 for the full control effect; nearly all actives have a fitted effect of over 45% in size; many of its hits are not listed in these tables
# * hit, by the source's call; i = inactive; u = inconclusive; x = no result given; [ ] = another dose, or the depositor's remark. Calls come from the whole dose curve; as a rule, active = well fitted curve in the direction sought with a large enough effect; inconclusive = small, poorly fitted or top-dose-only effect, or another doubt; inactive = no such curve, though single readings can be large; an effect the other way counts as inactive or inconclusive. Potency is the fitted concentration of half-maximal effect.
cpd	mol	EPAC2 agonist	PTHR1 agonist	FUS suppressor	TDP43 rescue
1	O=C(NCc1ccccn1)c1ccc(OC2CCN(Cc3ccc(F)cc3F)CC2)cc1	1.0%	-0.9%	2.3%	-5.5%
2	O=C(CCCn1c(=S)[nH]c2cc3c(cc2c1=O)OCO3)N1CCc2ccccc2C1	-3.5%	-7.6%[57.5 µM]	34.3%	-5.4%
3	CCN(CC)C(=O)c1sc(NC(=O)c2cccc([N+](=O)[O-])c2)c(C#N)c1C	-2.0%	-52.2%[inhibitor]	x	-4.9%
4	CCN(C(=O)COC(=O)c1cc(S(=O)(=O)N2CCOCC2)ccc1F)C1CCS(=O)(=O)C1 (configuration not stated)	5.3%	-22.8%	-4.4%	13.7%
5	COc1ccc(C(=O)Nc2cccc(NC(C)=O)c2)cc1	-13.8%	0.1%	3.0%	-7.4%
6	COc1ccc(CCCc2nnc(SCC(=O)Nc3ccccc3F)o2)cc1	19.5%	i	21.5%	26.7%[9.22 µM]
7	CCOC(=O)C1=C(COC(=O)CC(C)c2ccccc2)NC(=O)NC1C (configuration not stated)	0.2%	-4.5%	-11.4%	8.0%
8	COc1cc(C2C(C#N)=C(N)N(c3ccc(F)cc3)C3=C2S(=O)(=O)CC3)ccc1O (configuration not stated)	-6.1%	-20.5%	15.2%	8.4%

cpd	EPAC1 antag	aSyn yeast inh	EPAC1 agonist	EPAC2 antagonist
1	-7.3%	1.3%	-1.1%	1.0%
2	1.5%	-1.4%	7.3%	-1.4%
3	5.8%	-15.8%	1.1%	9.1%
4	10.5%	-5.1%	6.6%	3.4%
5	-2.8%	0.3%	-9.9%	u
6	-12.2%	6.3%	10.2%	-7.0%
7	-2.8%	0.3%	-19.0%	-2.3%
8	-5.3%	-9.7%	5.8%	2.4%

# Going on with the list:
cpd	mol	EPAC2 agonist	PTHR1 agonist	FUS suppressor	TDP43 rescue
9	CCc1nc(SCc2ccc(OC)c(Br)c2)n[nH]1	8.0%	i	-22.5%	16.4%
10	CNC(=O)c1cc(Nc2nnc(-c3ccc(C)c(S(N)(=O)=O)c3)c3ccccc23)ccc1OC	11.2%	i	27.5%	-22.1%
11	COc1ccc(/C=C(/C#N)C(=O)Nc2cccnc2)cc1OC	-5.4%	-33.3%[inhibitor]	x	-12.6%
12	CCOC(=O)Cn1c(=O)sc2ccccc21	1.8%	i	17.0%	-11.2%
13	COC(=O)c1ccc2c(c1)N(Cc1ccccc1F)C(=O)c1ccccc1S2=O (configuration not stated)	2.9%	-78.9%[inhibitor]	18.1%	4.9%
14	CCn1c(CCC(N)=O)nnc1SCC(=O)Nc1cccc(S(=O)(=O)N2CCCC2)c1	5.2%	-4.5%	-7.0%	0.2%
15	Cc1cc(C)c(OCC(=O)Nc2cc(C(=O)O)cc(C(=O)O)c2)cc1C	-0.1%	i	-11.6%	6.8%
16	CCc1ccc(Nc2ncnc3sc4c(c23)CCCC4)cc1	x	i	-4.9%	20µM*

cpd	EPAC1 antag	aSyn yeast inh	EPAC1 agonist	EPAC2 antagonist
9	-1.5%	5.3%	-1.5%	1.8%
10	13.1%	-4.0%	-0.9%	-6.5%
11	u	3.6%	4.2%	-2.4%
12	-9.4%	1.9%	3.8%	1.1%
13	-8.9%	13.0%	-1.0%	u
14	-0.5%	0.4%	-0.9%	4.9%
15	-1.4%	4.8%	4.2%	8.0%
16	x	0.4%	x	x

# The results go on.
cpd	mol	EPAC2 agonist	PTHR1 agonist	FUS suppressor	TDP43 rescue
17	O=[N+]([O-])c1cc(S(=O)(=O)Nc2ccccc2)ccc1NCc1cccnc1	12.5%	-4.8%	x	-15.8%
18	C[C@@H]1CN([C@@H](C)CO)S(=O)(=O)c2ccc(Br)cc2O[C@@H]1CN(C)C(=O)C1CC1	3.3%	-21.8%	4.8%	20.6%
19	Cc1ccc(Cn2ccsc2=NC(=O)CCl)cc1	5.3%	-67.0%[inhibitor]	-19.9%	0.0%
20	COc1ccc(-c2cc(C(=O)n3cnc4ccccc43)c3ccccc3n2)cc1	5.1%	-8.4%	11.4%	16.1%
21	NS(=O)(=O)c1ccc(NC(=S)NC(=O)c2cccc(Br)c2)cc1	5.2%	-32.5%[inhibitor]	-7.1%	8.0%
22	COc1ccc([N+](=O)[O-])cc1NC(=O)c1ccccc1N(C)S(C)(=O)=O	-0.9%	-9.2%	11.9%	-14.0%
23	COc1ccc(NC(=O)CSc2nnc(C)c3ccccc23)cc1	8.5%	-27.0%	7.0%	1.0%
24	Cc1cccc(NC(=O)c2ccc(OCc3c(C)noc3C)cc2)c1C	5.0%	-26.1%	-0.5%	14.8%

cpd	EPAC1 antag	aSyn yeast inh	EPAC1 agonist	EPAC2 antagonist
17	-9.8%	-4.6%	-1.9%	5.4%
18	-21.4%	4.3%	8.6%	-11.6%
19	-19.2%	-2.0%	4.1%	u
20	0.5%	0.3%	9.0%	7.3%
21	-13.3%	-1.1%	-3.8%	-2.7%
22	17.7%	1.1%	6.2%	4.4%
23	-14.4%	0.8%	-1.9%	12.6%
24	-19.1%	3.2%	-4.0%	-2.9%

# (further entries)
cpd	mol	EPAC2 agonist	PTHR1 agonist	FUS suppressor	TDP43 rescue
25	O=C(COc1ccc(C(=O)c2ccccc2)cc1)NCC1CCCCC1	3.8%	i	28.0%	u
26	CC(C)c1c(O)nc(SCC(=O)N2CCCCC2)[nH]c1=O	4.8%	-1.2%	-26.9%	3.9%
27	C=CCOc1ccccc1OCC(O)CNC(C)C (configuration not stated)	10.0%	-48.4%[inhibitor]	-32.0%	2.4%
28	CC1=C(C)C(C)=C(C#N)C(=C(C#N)C#N)N1	6.6%	i	-2.0%	-3.2%
29	O=C(O)Cn1c(=O)c2c3c(sc2n(Cc2ccccc2)c1=O)CCCC3	-0.3%	i	-5.4%	-2.3%
30	CC1(C(=O)O)CCCN1C(=O)c1cccc(F)c1 (configuration not stated)	2.9%	-5.2%	-26.9%	11.3%
31	C=C1[C@@H](O)[C@H](CC(C)C)N(Cc2ccccc2Br)S1(=O)=O	6.2%	-18.1%	32.4%	14.8%
32	CSc1ccc(CN2CCCCCC2)cc1	2.1%	i	-7.1%	6.6%

cpd	EPAC1 antag	aSyn yeast inh	EPAC1 agonist	EPAC2 antagonist
25	-15.6%	15.0%	2.2%	-3.9%
26	-6.5%	-4.9%	-0.9%	12.9%
27	-6.5%	-0.4%	2.6%	-7.0%
28	18.8%	-0.8%	5.1%	u
29	12.7%	0.9%	-5.0%	-0.5%
30	2.9%	2.2%	13.6%	-7.4%
31	-25.4%	14.5%	0.0%	-13.1%
32	-5.7%	-0.7%	3.0%	-3.4%

# Additional entries
cpd	mol	EPAC2 agonist	PTHR1 agonist	FUS suppressor	TDP43 rescue
33	COC(=O)c1ccc(OC(=O)c2ccccn2)cc1	1.2%	i	-5.5%	-15.9%
34	COc1ccccc1N1CC(C(=O)OC(C)C(=O)Nc2ccc(F)cc2)CC1=O (configuration not stated)	-3.7%	-18.6%	-42.3%	11.1%
35	O=C(C[n+]1cccc(C(=O)N/N=C/c2cccc([N+](=O)[O-])c2)c1)c1ccccc1	2.4%	-1.8%	23.1%	20.7%
36	O=C(COC(=O)Cc1n[nH]c(=O)c2ccccc12)Nc1ccc(Cl)cn1	6.0%	-20.8%	17.6%	15.5%
37	CC(OC(=O)Cc1ccccc1[N+](=O)[O-])C(=O)NC(=O)NC1CCCCC1 (configuration not stated)	0.9%	-5.0%	18.5%	5.0%
38	COC(=O)c1ccccc1NCC(=O)c1ccc(OC)cc1	14.6%	i	10.5%	18.5%
39	COc1ccc(C2CC2C(C)=O)cc1 (configuration not stated)	0.9%	i	-17.9%	1.9%
40	COc1cccc(C(=O)N2CCSC2=S)c1	-4.6%	i	-9.7%	-20.0%

cpd	EPAC1 antag	aSyn yeast inh	EPAC1 agonist	EPAC2 antagonist
33	10.5%	0.2%	11.1%	-0.2%
34	-1.6%	2.4%	9.8%	16.0%
35	3.9%	-2.5%	-36.5%[inhibitor]	-2.5%
36	-4.0%	-4.4%	1.0%	5.2%
37	7.6%	5.2%	-6.9%	-16.9%
38	-22.7%	5.2%	4.8%	-5.6%
39	0.1%	5.4%	0.4%	-16.5%
40	2.8%	-30.3%[inhibitor]	6.4%	4.5%

# Compound profiles, from the list above. Order of values: EPAC2 agonist	PTHR1 agonist	FUS suppressor	TDP43 rescue	EPAC1 antag	aSyn yeast inh	EPAC1 agonist	EPAC2 antagonist
# Results for COc1cccc(C(=O)N2CCSC2=S)c1 → -4.6%	i	-9.7%	-20.0%	2.8%	-30.3%[inhibitor]	6.4%	4.5%
# Results for COC(=O)c1ccc(OC(=O)c2ccccn2)cc1 → 1.2%	i	-5.5%	-15.9%	10.5%	0.2%	11.1%	-0.2%
# Results for CC(OC(=O)Cc1ccccc1[N+](=O)[O-])C(=O)NC(=O)NC1CCCCC1 (configuration not stated) → 0.9%	-5.0%	18.5%	5.0%	7.6%	5.2%	-6.9%	-16.9%
# Results for O=C(COC(=O)Cc1n[nH]c(=O)c2ccccc12)Nc1ccc(Cl)cn1 → 6.0%	-20.8%	17.6%	15.5%	-4.0%	-4.4%	1.0%	5.2%

# Later entries.
cpd	mol	EPAC2 agonist	PTHR1 agonist	FUS suppressor	TDP43 rescue
41	CCOC(=O)C1CCN(C(=O)c2cc3cc(C)ccc3[nH]2)CC1	1.6%	-17.9%	20.2%	u
42	CCOc1ccc(N(C(=O)c2snc(C(N)=O)c2N)C(C(=O)NC2CCCC2)C(C)C)cc1 (configuration not stated)	11.6%	-11.9%	-28.5%	-19.2%
43	O=C(Cn1cc(C(F)(F)F)ccc1=O)Nc1ccc2c(c1)OCO2	0.5%	i	-8.0%	0.0%
44	CC(=O)/C=C1\SC(CC(=O)O)C(=O)N1c1ccccc1 (configuration not stated)	-4.4%	i	-23.7%	-18.9%
45	Cn1c(SCC(=O)Nc2cccc3ccccc23)nc(O)cc1=O	-1.6%	i	42.5%	-1.0%
46	O=C(Cn1ncc2c1-c1ccccc1OC2)N1CCN(Cc2ccc3c(c2)OCO3)CC1	4.1%	-41.1%[inhibitor]	-25.1%	-5.5%
47	CC(=O)NS(=O)(=O)c1ccc2c(c1)Cc1cc(S(=O)(=O)NC(C)=O)ccc1-2	7.5%	i	1.7%	-29.0%

cpd	EPAC1 antag	aSyn yeast inh	EPAC1 agonist	EPAC2 antagonist
41	-3.6%	4.4%	4.7%	-7.6%
42	-19.5%	-1.7%	14.7%	-12.9%
43	5.8%	-1.1%	7.8%	-3.1%
44	8.1%	5.6%	9.9%	1.7%
45	-0.5%	-9.2%	-11.1%	18.3%
46	-3.6%	-0.5%	12.1%	3.1%
47	-4.0%	-1.4%	5.3%	7.8%

# Screening results as filed in PubChem.

# This is a subset. The share of hits here may be higher or lower than overall.
